BRCA1 expr act: qHTS Assay to Identify Small Molecule Activators of BRCA1 Expression; Potency, µM (doses to about 46.1 µM), for the others: at the highest dose activation, usual class: activators; MCF7-BRCA1-FFLuc reporter, luminescence, 48 h; response scale: scaled: vehicle 0%, 10 µM genistein 100%; AID 624202, 2012; 1.1% of 380,000 active; also: nearly all actives have a fitted effect of over 80% in size; some results filed as inactive show a strong effect at the top dose
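Activators of BRCA1 expression were detected as increased firefly luciferase luminescence in engineered MCF7 cells after 48 h compound incubation. Signals were scaled to genistein 10 microM as full activation.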
Rab9 promoter act: qHTS Assay for Rab9 Promoter Activators. Huh7 Rab9 promoter-luciferase reporter, luminescence, 24 h. Potency, µM (series often up to 9.22 µM), for inactives: top-dose activation, negative = inhibition, hits mostly activators. 2.8% of 320,000 active; also: % of control where 0% means no effect; nearly all actives have a fitted effect of over 60% in size
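Huh7 cells stably carrying Rab9 promoter–luciferase reporter, plated 1500 cells/well, compound added after 2 h and incubated 24 h at 37 °C; luciferase luminescence then read after 10 min with detection reagent.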
p53 reactivator: qHTS assay for re-activators of p53 using a Luc reporter; 0.063% of 320,000 active; H1299 p53-A138V BP100-luciferase reporter, luminescence, 24 h; Potency, µM (top dose mostly 92.2 µM), for inactives: at the top dose activity change, positive = activation, usual class: activators; also: % of control where 0% means no effect; nearly all actives have a fitted effect of over 45% in size
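H1299 (p53-null), stable ts p53-A138V + BP100-Luc; 1000 cells/well, Opti-MEM/10% FBS; cpd 4 pt, 1:5; 24 h, 37 deg C, 5% CO2; detection reagent 10 min RT; luminescence.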
FLuc modulator: qHTS profiling assay for firefly luciferase inhibitor/activator using purifed enzyme and Km concentrations of substrates (counterscreen for miR-21 project); Luciferin 4-monooxygenase (Photinus pyralis), P08659; purified FLuc, Km substrates, luminescence inhibition; Potency, µM (series often up to 57.5 µM), for the others: top-dose activity change, negative = inhibition, most hits filed as inhibitors; 6.9% of 360,000 active; AID 588342, 2011;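 also: plate controls were vehicle for no effect and reference inhibitor for full effect; nearly all actives have a fitted effect of over 55% in size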
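Biochemical qHTS of compounds, final roughly 60 µM downward over six points, against 10 nM purified firefly luciferase using Km concentrations of substrates (10 uM D-luciferin, 10 uM ATP) in Tris acetate pH 7.5 buffer; luminescence output.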
MLL CXXC-DNA inh: qHTS Fluorescence Polarization Assay for Inhibitors of MLL CXXC domain - DNA interaction; Histone-lysine N-methyltransferase 2A (Homo sapiens), Q03164; MLL-CXXC / FITC-HOXA9 DNA fluorescence polarization; Potency, µM (top dose mostly 115 µM), without a hit: top-dose activity change, negative = inhibition, usual class: inhibitors; 0.037% of 290,000 active; AID 2662, 2010; active = well fitted inhibition curve with a large enough effect in the polarisation, with a control signal flat, not every such curve was filed as active; inconclusive = small, poorly fitted or top-dose-only effect, or effect the other way, or a change in a side signal; inactive = no such curve, though single readings can be large or run the other way; the % refers to the polarisation
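Fluorescence polarization: 7 uM MLL-CXXC (stock) preincubated 5 min with compounds, then 50 nM fluorescein-HOX-A9 DNA (stock) added; 30 min ambient. Buffer 50 mM Tris-HCl pH 7.5, 50 mM NaCl, 1 mM DTT, 0.05% BSA.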
RORg inh: qHTS for inhibitors of ROR gamma transcriptional activity; Nuclear receptor ROR-gamma (Mus musculus), P51450; Drosophila S2 Gal4-RORgamma UAS-luciferase reporter, 20 h; Potency, µM (series often up to 53.6 µM), for inactives: top-dose activity change, negative = inhibition, actives largely listed as inhibitors; 5.4% of 310,000 active; AID 2551, 2010; also: % is scaled to controls: 0 for no effect and ±100 for the full control effect; nearly all actives have a fitted effect of over 60% in size
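ROR gamma transcriptional activity was tracked as Gal4-UAS luciferase output in stably transfected Drosophila Schneider cells, with compound added 1 hr before 700 uM copper sulfate induction and a 20 hr ambient-temperature incubation.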
ELG1 genotoxic: qHTS screen for small molecules that induce genotoxicity in human embryonic kidney (HEK293T) cells expressing luciferase-tagged ELG1; HEK293T ELG1-luciferase reporter, luminescence, 16 h; Potency, µM (titrated, usually from 46 µM), for inactives: at the highest dose activity change, positive = activation, most hits filed as activators; 1.3% of 330,000 active; also: % of control where 0% means no effect; nearly all actives have a fitted effect of over 60% in size
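HEK293T cells expressing luciferase-tagged ELG1 were treated with compound or DMSO for 16 hr at 37°C. Luciferase activity was then read after 30 min with ONE-Glo at room temperature; rising signal flags genetic stress.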
MBNL1-CUG inh: qHTS Assay for Inhibitors of MBNL1-poly(CUG) RNA binding | Potency, µM (highest dose often 57.5 µM), without a hit: top-dose activity change, negative = inhibition, most hits filed as inhibitors | Muscleblind-like protein 1 (Homo sapiens), Q9NR56 | TR-FRET MBNL1-His/biotin-(CUG)12 binding, 665/545 ratio | 0.036% of 280,000 active; active = well fitted inhibition curve with a large enough effect in the signal ratio, with a control signal flat, not every such curve was filed as active; inconclusive = small, poorly fitted or top-dose-only effect, or effect the other way, or a change in a side signal; inactive = no such curve, though single readings can be large or run the other way; the % refers to the signal ratio; also: % is scaled to controls: 0 for no effect and ±100 for the full control effect
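Inhibition of protein-RNA binding appears as loss of TR-FRET between terbium anti-His antibody on MBNL1-His and streptavidin-XL665 on biotin-(CUG)12. Activity is normalized to buffer-only and uninhibited-complex controls.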
Gal4-VP16 FLuc: VP16 counterscreen qHTS for inhibitors of ROR gamma transcriptional activity; Drosophila S2 Gal4-VP16 UAS-luciferase, luminescence, 20 h; Potency, µM (titrated, usually from 53.6 µM), inactives show at the highest dose activity, negative = inhibition, most hits filed as inhibitors; 3.5% of 310,000 active; AID 2546, 2010;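 also: Gal4-VP16 expression switched on by copper sulfate through the metallothionein promoter; % is scaled to controls: 0 for no effect and ±100 for the full control effect; nearly all actives have a fitted effect of over 50% in size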
NPC1 prom act: qHTS Assay for NPC1 Promoter Activators. 2.4% of 320,000 active. Potency, µM (titrated, usually from 9.22 µM), for inactives: top-dose activation, actives largely listed as activators. Huh7 NPC1 promoter luciferase reporter, 24 h;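 also: % of control where 0% means no effect; nearly all actives have a fitted effect of over 60% in size; reporter is driven by a mutant NPC1 promoter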
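Luciferase expression driven by the NPC1 promoter was measured in stably transfected Huh7 cells after a 24 h compound incubation, using a luciferase reagent and a luminescence read.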
uPA generation: qHTS for Inhibitors of Cell Surface uPA Generation; 0.31% of 330,000 active; cell surface uPA generation assay, qHTS; Potency, µM (titrated, usually from 38.3 µM), for inactives: at the top dose activity change, negative = inhibition, most hits filed as inhibitors; active = well fitted inhibition curve with a large enough effect; inconclusive = small, poorly fitted or top-dose-only effect; inactive = no such curve, though single readings can be large or run the other way; tested in mouse RAW 264.7 cells; also: % is scaled to controls: 0 for no effect and ±100 for the full control effect; nearly all actives have a fitted effect of over 55% in size
* hit, by the source's call; u = inconclusive; x = no result given; [ ] = dose if it differs, or a comment. Unless noted, calls follow the shape of the dose curve; as a rule, active = well fitted curve in the direction sought with a large enough effect; inconclusive = small, poorly fitted or top-dose-only effect, or another doubt; inactive = no such curve, though single readings can be large; an effect the other way counts as inactive or inconclusive. Potency is read from the fitted curve at half-maximal effect.

structure	BRCA1 expr act	Rab9 promoter act	p53 reactivator	FLuc modulator	MLL CXXC-DNA inh	RORg inh	ELG1 genotoxic	MBNL1-CUG inh	Gal4-VP16 FLuc	NPC1 prom act	uPA generation
CCOc1ccc(CN2CCN(Cc3cn(CC)nc3C)CC2CCO)cc1 (stereo not drawn)	-18.5%	-7.7%	0.0%	-0.4%	5.0%	-22.1%	-0.1%	-2.2%	2.3%	-3.3%	11.6%
Brc1ccc(Oc2ncc(CN3CCOCC3)s2)cc1	8.5%[1.84 µM]	24.6%	4.4%	u	-22.4%	13.4%	4.5%	1.7%	-7.6%	u	3.7%
OCCN(CCO)c1ccc(C(c2ccccc2Cl)c2ccc(N(CCO)CCO)cc2Cl)c(Cl)c1	-87.8%	-2.1%	-12.2%	0.4%	5.6%	14.1µM*	-1.8%	3.5%	u	0.2%	-6.2%
CN1CCN(S(=O)(=O)c2cccc(C(=O)Nc3cc(C(N)=O)cc(C(N)=O)c3)c2)CC1	-4.6%	1.2%	-1.9%	-1.2%	-21.4%	-8.7%	2.3%	-4.0%	-14.2%	-3.4%	-2.1%
Cc1ccc([N+](=O)[O-])cc1S(=O)(=O)Nc1ccc(-c2ccc(N3CCOCC3)nn2)cc1	0.7%	1.7%	8.2%	u	x	x	2.8%	x	x	2.7%	-18.2%
O=C(O)CCNc1ccc2c(c1)OCCO2	14.9%	2.8%	u	3.9%	-2.6%	13.1%	-6.1%	16.2%	-13.1%	-4.0%	-5.4%
Cc1cc(NC(=O)c2ccc(N(C)S(=O)(=O)c3ccccc3)cc2)no1	-28.3%	-3.4%	-5.4%	-1.3%	1.9%	12.6%	-5.2%	-1.9%	-7.3%	-0.2%	-10.8%
Cc1ccccc1NC(=S)NNC(=O)c1cccc(Br)c1	-0.8%	u	-0.8%	u	-1.3%	11.2µM*	-13.8%	4.0%	-5.7%	6.8%	x
Nc1cc2ccccc2oc1=O	0.3%	-4.2%	1.5%	-1.5%	-3.3%	1.1%	2.0%	u	-1.5%	-3.0%	3.4%
COC(=O)c1ncn(C2OC(COC(C)=O)C(OC(C)=O)C2OC(C)=O)n1 (stereo not drawn)	-11.6%	-0.6%	-12.0%	-0.1%	1.3%	-5.7%	1.5%	-12.8%	-18.6%	-1.3%	10.9%
O=C(Cn1ncc2c(=O)oc3ccccc3c21)N1CCc2ccccc2C1	-8.6%	-2.0%	9.6%	-3.0%	-4.3%	-21.9%	-0.6%	-7.0%	5.3%	-3.4%	-8.1%
CCC(Sc1nnc(-c2ccc(C)c(Cl)c2)n1CC)C(=O)Nc1nccs1 (stereo not drawn)	-53.3%	-10.4%	-2.6%	-0.2%	-1.5%	12.6µM*	-17.5%	9.7%	u	-4.2%	-4.6%
CC(C)(C)c1cc(NC(=O)CCl)n(-c2ccccc2)n1	-67.0%	7.9%	-11.8%	-0.2%	-3.1%	u	-7.0%	-3.2%	u	-11.6%	-6.1%
CCOc1ccc(C2Sc3ccccc3NC3=C2C(=O)OC3)cc1 (stereo not drawn)	-0.7%	-8.5%	7.1%	u	-12.0%	20.6%	13.8%	-14.2%	0.2%	-3.2%	1.6%
CCOc1ccc(S(=O)(=O)N2CCCCCC2)cc1	2.5%	11.3%	2.1%	-3.7%	0.3%	12.9%	1.2%	0.8%	10.0%	0.7%	x
CCn1c(SCC(=O)N/N=C(\C)c2ccco2)nnc1-c1ccccc1	11.7%	-8.7%	12.3%	2.7%	-12.3%	11.2%	-3.8%	0.1%	-15.9%	-4.2%	u
O=C(O)c1ccc2cccc(Cl)c2c1O	-1.7%	-3.1%	0.2%	0.7%[2.3 µM]	-3.5%	0.7%	-8.0%	25.1%	-7.7%	-1.8%	8.5%
CCOC(=O)N/N=C/C=C/c1ccccc1[N+](=O)[O-]	3.0%	25.0%	1.9%	-17.5%	7.8%	u	9.3%	u	19.6%	3.8%	0.8%
Cc1cc(=O)oc2c(C)c(OC(C)C(=O)NC(Cc3c[nH]c4ccc(O)cc34)C(=O)O)ccc12 (stereo not drawn)	-2.9%	1.7%	10.8%	2.5%	-5.8%	0.2%	5.2%	2.0%	-5.8%	-1.2%	6.9%
CCCCOCCCNCc1cccn1CCN1CCOCC1	-27.1%	-3.7%	x	0.9%	-4.1%	-13.7%	-2.4%	-1.6%	-9.6%	-1.6%	-1.8%
CCN(CC)S(=O)(=O)c1ccc(S(=O)(=O)Nc2ccc(C(=O)N3CCCC3)cc2)cc1	-7.6%	-2.2%	5.0%	0.0%	-12.6%	15.5%	7.6%	-0.2%	6.8%	1.9%	-8.3%
O=c1oc2ccccc2c(Nc2ccc3ncccc3c2)c1[N+](=O)[O-]	-27.4%	-2.9%	14.6%	u	2.9%	10.6%	-0.3%	28.9%	0.1%	2.0%	-9.1%
Cc1cc(OC(=O)C(c2ccccc2)c2ccccc2)c([N+](=O)[O-])c(=O)[nH]1	-28.4%	-3.7%	-10.3%	-1.4%	3.0%	-8.7%	-1.1%	x	4.3%	-0.4%	2.3%
CC(=O)NNC(=O)c1[nH]c2ccc(Cl)cc2c1-c1ccccc1	-4.1%	-5.8%	7.5%	2.8%	11.3%	27.8%	-0.4%	9.0%	0.8%	-2.4%	18.4%
CCOc1cc2c3c(c1)C1(OCCO1)C(=O)N3C(C)(C)CC2C (stereo not drawn)	8.8%	1.5%	-6.7%	0.1%	-8.5%	-1.0%	-1.0%	-4.8%	1.4%	-2.3%	3.3%
CCc1nccn1S(=O)(=O)c1ccc(OC)c(OC)c1	-8.7%	-7.0%	2.1%	-1.4%	-2.1%	1.7%	6.9%	6.6%	1.6%	0.8%	-0.2%
Cc1ccc(/C=N/NC(=S)NC2CCS(=O)(=O)C2)cc1 (stereo not drawn)	81.4%	-9.1%	-0.6%	4.7%	3.4%	7.94µM*	2.0%	1.2%	5.01µM*	-2.1%	9.5%
CCOC(=O)C1CCN(C(=O)C2CCCN2S(=O)(=O)c2ccc(Cl)cc2)CC1 (stereo not drawn)	-26.3%	-0.2%	2.5%	0.3%	-2.6%	3.9%	-5.1%	0.9%	-2.4%	0.5%	-27.4%
COc1cc(C(Nc2ccc3c(c2)OCO3)C(=O)NC2CCCCC2)cc(OC)c1OC (stereo not drawn)	-51.8%	-14.7%	-20.8%	-1.1%	-0.6%	-3.6%	6.9%	-1.3%	2.1%	-2.9%	0.9%
CN1CCN(S(=O)(=O)c2ccc([N+](=O)[O-])cc2)CC1	0.0%	7.5%	x	-0.6%	-0.7%	-31.0%	-0.8%	u	3.2%	-0.7%	12.4%
CCCNC(=O)Cc1cc(=O)[nH]c(=O)[nH]1	-16.1%	1.6%	4.4%	1.4%	6.6%	-7.5%	-9.5%	u	0.9%	-2.0%	5.4%
Cc1nc(SCC(=O)N2CCN(C(=O)c3ccco3)CC2)c2c(C)c(C)sc2n1	-17.7%	3.4%	5.5%	3.8%	-1.0%	-28.8%	-3.8%	0.7%	-0.7%	-1.7%	-3.7%
CC1CCCC(C)N1C(=O)c1cc(-c2ccc(Cl)c(Cl)c2)on1 (stereo not drawn)	u	u	14.4%	12µM*	3.4%	u	12.9%	1.1%	3.2%	u	-7.6%
COC(=O)c1c(NC(=O)c2nc3ccccc3s2)sc2c1CC(C)(C)NC2(C)C	-13.3%	-1.7%	-0.9%	4.8%	u	-7.1%	2.7%	5.2%	-3.7%	-6.7%	6.6%
CCCc1cc(=O)oc2cc(C)cc(OC(C)C(=O)NCCN3CCOCC3)c12 (stereo not drawn)	-1.3%	2.7%	7.1%	-1.1%	49.3%[activator]	-1.2%	-1.3%	1.6%	-0.9%	-10.6%	2.2%
O=C(NCCc1c[nH]c2ccccc12)c1ccccc1	12.6µM*	u	-21.6%	u	11.6%	22.5%	u	-19.7%	19.3%	u	-0.9%
O=C(CCCO)N/N=C/c1cc(Br)ccc1O	-44.5%	-1.1%	19.4%	-1.0%	92.4%[activator]	3.98µM*	-4.9%	24.9%	12.6µM*	1.3%	u

Compound activity as filed in PubChem BioAssay.

The list is partial (hit frequency here may not be typical).
